Rac1 mut GTP: human Rac1 activated mutant GTP binding change. percent activity (GTP binding), % at 10 µM. actives 0.11% (n = 190,000). GST-Rac1 activated beads, fluorescent GTP binding, flow cytometry; actives lie on both sides; 100% means binding = to untreated wells;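 active means GTP binding at least 20 percentage points away from the 100% baseline, in either direction, so actives lie on both sides; inconclusive means Compound likely fluorescent itself, or too few beads counted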
Cdc42 wt: changes GTP binding to wildtype human Cdc42 | P60953 | GST-Cdc42 beads, Bodipy-GTP binding, flow cytometry; actives lie on both sides | percent activity (GTP binding), % at 10 µM | actives 0.2% (n = 190,000) | AID 761;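 active means percent activity GTP binding at least 20 points away from the 100% baseline, either down as inhibitor or up as activator; inconclusive means compound flagged as likely green fluorescent from well-wide comparison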;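 further: median bead fluorescence of bound Bodipy-FL-GTP at 100 nM; 0% = excess unlabeled GTP control and 100% = no compound control; below 100% means less GTP binding so inhibitor and above means activator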
Target sequence (P60953 whole entry, looked up): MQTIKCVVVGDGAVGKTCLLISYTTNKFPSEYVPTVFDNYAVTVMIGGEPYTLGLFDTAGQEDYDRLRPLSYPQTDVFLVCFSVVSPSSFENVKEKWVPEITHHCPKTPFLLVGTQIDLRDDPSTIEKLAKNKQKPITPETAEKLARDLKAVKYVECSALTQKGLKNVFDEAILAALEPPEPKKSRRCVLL
RGS8-Gao reg: human RGS8-Galphao interaction regulation; multiplexed bead flow cytometry, RGS8-Galphao binding; actives lie on both sides; P09471; actives 0.34% (n = 220,000); response (percent of control binding), % at 10 µM; in the data active means response below about 60% or above about 140%; inactive means in between;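 further: Galphao activated as the GDP aluminium fluoride complex binding bead-coupled RGS8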
Target sequence (P09471 whole entry, looked up): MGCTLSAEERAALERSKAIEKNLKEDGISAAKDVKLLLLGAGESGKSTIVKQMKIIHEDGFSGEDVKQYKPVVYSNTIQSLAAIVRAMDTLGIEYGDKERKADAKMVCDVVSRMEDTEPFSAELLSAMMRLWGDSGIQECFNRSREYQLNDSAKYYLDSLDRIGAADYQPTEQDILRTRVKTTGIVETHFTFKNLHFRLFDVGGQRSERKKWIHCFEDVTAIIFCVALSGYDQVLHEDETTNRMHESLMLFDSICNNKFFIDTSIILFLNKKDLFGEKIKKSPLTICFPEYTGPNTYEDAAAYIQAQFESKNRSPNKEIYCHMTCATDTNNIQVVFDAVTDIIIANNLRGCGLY
Rac1 wt GTP bind: human Rac1 wildtype GTP binding, inhibitors and activators; P63000; GST-Rac1 beads, fluorescent GTP binding, flow cytometry; actives lie on both sides; 0 = cold GTP competed, 100 = untreated; GTP binding activity (% of control), % at 10 µM; actives 0.27% (n = 190,000); AID 757;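 active means GTP binding activity at least 20 points away from the 100% control level, either lower or higher; inconclusive means compound flagged as likely green fluorescent, judged across all proteins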
Mcl1-Bid inh: Mcl-1/Bid interaction inhibition | Q07820 | TR-FRET Mcl-1/Bid-Dy647 peptide binding, 1536-well | inhibition, % at 21.7 µM | actives 0.97% (n = 220,000) | AID 1021;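 active means compounds that cut the binding signal by more than half at the single screening dose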;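 further: His-tagged Mcl-1 with europium anti-His antibody binding Bid BH3 peptide; 0% = Mcl-1 plus peptide wells and 100% = peptide-only wells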
Bim-Mcl-1: human Bim-Mcl-1 interaction inhibition; AID 1009; actives 0.1% (n = 190,000); Bead-based flow cytometry, Bim peptide-Mcl-1 binding; inhibition, % at 10 µM; in the data active means inhibition above about 40%;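 further: 0% = no compound tracer wells and 100% = peptide blocker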
Rab7 wt GTP bind: alters GTP binding to wildtype dog Rab7; actives 0.055% (n = 190,000); GTP binding activity (percent of control), % at 10 µM; AID 758; GST-Rab7 beads, fluorescent GTP binding, flow cytometry; actives lie on both sides; untreated = 100%, excess cold GTP = 0%;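 active means fluorescent GTP binding to Rab7 beads changed by at least 20 points from the 100% baseline, either direction, mostly lower; inconclusive means compound itself probably fluorescent, or too few beads counted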;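 further: median green fluorescence of bound Bodipy-FL-GTP per Rab7 bead population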
Pf gamet viab: inhibitors of late stage P. falciparum gametocyte viability | inhibition, % at 10.9 µM | AID 743093 | P. falciparum stage V gametocytes, ATP luminescence, 24 h | actives 0.065% (n = 150,000);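 active means inhibition above the mean plus 3 SD of compounds within the control limits, set per campaign, cut at about 38% in these data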;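 further: 0% = DMSO wells and 100% = medium only without gametocytes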
Rab2 wt GTP: changes GTP binding to wildtype dog Rab2A, up or down. P61105. GST-Rab2 wt beads, Bodipy-GTP binding, flow cytometry. GTP binding activity, % at 10 µM. actives 0.19% (n = 190,000);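 active means GTP binding activity at least 20 points away from 100%, either lowered or raised; inconclusive means signal likely due to the compound's own green fluorescence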;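 further: 0% = beads with excess unlabeled GTP and 100% = no-compound control corrected for plate trend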
Mcl1 Noxa PPI: Mcl-1/Noxa interaction inhibition | AID 1022 | TR-FRET Mcl-1/Noxa peptide binding, 2 h | Q07820 | inhibition, % at 21.7 µM | actives 1.5% (n = 220,000);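 active means compounds that cut the protein-peptide binding signal by more than 50% relative to plate controls in a single-dose test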;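 further: His-tagged Mcl-1 with rhodamine Noxa BH3 peptide and terbium anti-His antibody; 0% = Mcl-1 plus Noxa peptide wells and 100% = peptide-only wells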
HRas wt GTP bind: human HRas wildtype GTP binding, change in either direction; GST-Ras wt beads, Bodipy-FL-GTP binding, flow cytometry; actives lie on both sides; GTP binding activity, % at 10 µM; P01112; actives 0.14% (n = 190,000);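 active means GTP binding activity at least 20% away from the 100% baseline, either lowered as inhibitor or raised as activator; inconclusive means flagged as likely green fluorescent, judged across all proteins in the well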;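 further: 0% = unlabeled GTP competition control and 100% = no-compound control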
Target sequence (P01112 whole entry, looked up): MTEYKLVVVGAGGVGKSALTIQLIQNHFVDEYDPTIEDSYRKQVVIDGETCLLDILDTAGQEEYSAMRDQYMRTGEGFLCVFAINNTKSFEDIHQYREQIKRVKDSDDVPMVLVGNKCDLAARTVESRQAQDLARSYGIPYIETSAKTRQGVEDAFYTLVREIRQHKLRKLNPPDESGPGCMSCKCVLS
Starred values were filed as active, the others as inactive; ? = inconclusive; . = no result given; [ ] = remark or other dose.

Results follow in this order: Rac1 mut GTP, Cdc42 wt, RGS8-Gao reg, Rac1 wt GTP bind, Mcl1-Bid inh, Bim-Mcl-1, Rab7 wt GTP bind, Pf gamet viab, Rab2 wt GTP, Mcl1 Noxa PPI, HRas wt GTP bind
CCN(CC)CCc1c(C)[nH]c(C(=O)OCc2ccccc2)c1C
    94, 92, 91, 94, -19, 7, 96, ., 93, 16, 95
CCOc1ccc(C(=O)NCC(=O)OCC(=O)NC2CCCC2)cc1
    98, 101, 99, 100, -11, 0, 99, ., 98, 9, 98
Cc1ccc(NC(=O)CS(=O)CC(=O)N(CC(=O)NC2CCCC2)c2ccc3c(c2)OCCO3)cc1 (stereo not given)
    93, 93, 99, 92, -3, -9, 96, -19, 95, -10, 95
CC(=O)c1ccc(NC(=O)CN2CCC(NC(=O)C3CCCCC3)CC2)cc1
    95, 96, 95, 98, -16, -2, 106, -21, 99, 12, 97
O=c1[nH]c2c(c(=O)n1Cc1ccccc1)CCC2
    99, 104, 104, 106, 7, -2, 100, -10, 101, 1, 101
Cn1c(CCN2CCCCC2)nc2cc(NC(=O)C3CCCCC3)ccc21
    96, 99, 97, 96, -32, -2, 100, ., 97, -2, 101
CNC(=O)CNC(=O)Nc1ccc(Cl)c(Cl)c1
    97, 95, 100, 97, -26, 0, 110, ., 101, 17, 99
CCCS(=O)(=O)N1CCCC(C(=O)NCCN(Cc2ccccc2)C(C)C)C1 (stereo not given)
    97, 99, 102, 95, -42, 3, 97, ., 98, 7, 99
CCC(Sc1nc(N)cc(N)n1)C(=O)O (stereo not given)
    101, 106, 98, 102, -41, -1, 102, ., 106, 3, 105
Cc1cccc(C2=NN(c3ccc(Br)cc3)[C@@H](C(=O)N3CCOC3=O)[C@@H]2c2ccc(F)cc2)c1
    97, 97, 104, 101, -3, 0, 100, -5, 101, -32, 97
O=C(Cn1nc(-c2ccccc2)ccc1=O)Nc1cccc(NC(=O)c2ccccn2)c1
    95, 97, 96, 96, 11, -1, 95, ., 96, -16, 94
O=C(Nc1ccn(Cc2c(F)c(F)cc(F)c2F)n1)c1ccc(COc2cc(Cl)ccc2Cl)o1
    98, 102, 97, 101, 28, 0, 97, 0, 99, 0, 101
Cn1c(NC(=O)/C=C/c2c(F)cccc2Cl)cc(=O)n(C)c1=O
    98, 94, 98, 90, -8, -3, 103, 4, 92, 1, 95
Cn1cnnc1SCC(=O)Nc1c(F)cc(F)cc1Br
    101, 103, ., 108, -20, -2, 100, ., 98, 2, 102
CC(=O)Nc1ccc(OC/C=C(\C)Cl)cc1
    100, 99, 100, 107, 12, -7, 98, ., 101, 7, 102
S=c1nc[nH]c2c1[nH]c1ccccc12
    96, 96, 101, 95, -27, -2, 97, -20, 96, 16, 97
COc1ccc(CCN(C(=O)C(F)(F)F)C(C(=O)NC2CCCCC2)c2ccc(C)s2)cc1 (stereo not given)
    101, 101, 102, 104, -3, -4, 100, 0, 101, -5, 101
Nc1ncnc2c1ncn2CCN1CCCCC1
    93, 95, 123, 90, -37, -4, 92, -12, 92, ., 92
c1ccc(Cc2cc[n+](Cc3ccccc3)cc2)cc1
    96, 97, 102, 103, 3, 2, 106, ., 102, 12, 98
CCOC(=O)CC(=O)CSc1nc(C)cc(-c2cccnc2)c1C#N
    102, 106, 99, 105, -3, 0, 107, 16, 108, -3, 106

(cont.)
Results follow in this order: Rac1 mut GTP, Cdc42 wt, RGS8-Gao reg, Rac1 wt GTP bind, Mcl1-Bid inh, Bim-Mcl-1, Rab7 wt GTP bind, Pf gamet viab, Rab2 wt GTP, Mcl1 Noxa PPI, HRas wt GTP bind
O=C(CS(=O)CC(=O)Nc1ccc(Cl)cc1)NCC1OCCc2ccccc21 (stereo not given)
    97, 98, 91, 101, -33, 3, 98, ., 101, 0, 98
CNCC(C)COc1ccccc1OCc1ccccc1 (stereo not given)
    97, 99, 109, 99, 2, -2, 95, 6, 101, 4, 98
CCN=C1SC(CC(=O)NCC)C(=O)N1CC (stereo not given)
    94, 97, 118, 97, -1, 3, 97, ., 98, 25, 98
Cc1cc(N2CCN(c3ccc(F)cc3)CC2)nc(-c2ccccc2)n1
    100, 99, 103, 102, -8, -3, 94, 27, 98, -1, 101
Cc1cccc(C)c1OCC(=O)Nc1ncn[nH]1
    104, 105, 107, 107, -43, -2, 104, 6, 104, -7, 102
CN(CC(=O)NC1CCCC1)S(=O)(=O)c1cnc[nH]1
    106, 105, 102, 106, -16, -8, 101, -20, 100, 1, 104
CCCC(=O)Nc1cccn(Cc2ccccc2Br)c1=O
    96, 103, ., 108, -32, 0, 101, -2, 97, -17, 103
CCOC(=O)CC(NC(=O)c1ccccc1)c1ccc(OC)cc1 (stereo not given)
    95, 94, 103, 100, -5, 1, 97, ., 96, 6, 95
Cc1ccc(C)c(NNC(N)=S)c1
    97, 97, 101, 97, -50, -1, 101, 6, 96, 8, 101
Cc1cccc(CC2S/C(=N/c3ccccn3)NC2=O)c1 (stereo not given)
    94, 94, 142*[activator], 92, 4, -9, 97, ., 94, 18, 92
O=C(NC1=C(Nc2ccc(Cl)cc2)C(=O)c2ccccc2C1=O)c1ccccc1
    99, 97, 112, 102, -18, -23, 98, -6, 98, 61*, 98
CCOC(=O)c1ccc(NC(=O)CSc2ccc(-c3cccnc3)nn2)cc1
    97, 100, 104, 101, 2, -4, 105, ., 102, 11, 100
Clc1cccc(CSc2nnc(-c3cccnc3)n2Cc2ccco2)c1
    95, 101, 95, 98, 8, -6, 95, ., 97, 14, 99
COc1cc(/C=C/c2cc(C(F)(F)F)[nH]c(=O)n2)cc(OC)c1OC
    94, 93, 98, 94, 4, 1, 94, 20, 93, 13, 92
CCCCC(=O)NC(=S)Nc1ccc(Cl)c(C(=O)O)c1
    99, 100, 101, 108, -10, 0, 93, -24, 99, 0, 103
O=C(CN1CCCCC1)Nc1cccc(Oc2ccccc2)c1
    99, 102, 108, 105, -37, 0, 99, -10, 104, 11, 103
COc1cc(/C=C(\NC(C)=O)C(=O)Nc2ccccc2C)ccc1OC(C)=O
    101, 106, 84, 105, -8, -9, 108, -5, 107, -2, 106
CCc1c(O)nc2ccccn2c1=O
    102, 102, 110, 105, -11, -3, 100, ., 102, -4, 105
C=CCc1ccc(OCC(O)COc2ccc(CC=C)cc2OC)c(OC)c1
    92, 90, 98, 90, 9, -1, 92, -2, 88, 20, 90
Cc1c(CCOC(=O)c2cccc([N+](=O)[O-])c2)sc[n+]1CC(=O)c1ccccc1
    97, 99, 103, 101, -38, -3, 100, -5, 98, 19, 97

Later entries.
Results follow in this order: Rac1 mut GTP, Cdc42 wt, RGS8-Gao reg, Rac1 wt GTP bind, Mcl1-Bid inh, Bim-Mcl-1, Rab7 wt GTP bind, Pf gamet viab, Rab2 wt GTP, Mcl1 Noxa PPI, HRas wt GTP bind
Cc1ccc(C(=O)N/C(=C\c2ccco2)C(=O)NCCc2c[nH]c3ccccc23)cc1
    99, 98, 111, 103, -52, 2, 99, -3, 96, 16, 96
COc1ccc(/C=N/Nc2nc(C)c([N+](=O)[O-])c(N(C)c3ccccc3)n2)cc1OC
    98, 102, 100, 104, -7, -1, 103, ., 102, 5, 102
O=C(CSc1nc2ccccc2[nH]1)Nc1ccccc1F
    100, 101, 100, 106, -14, -2, 103, 0, 102, 4, 99
Cc1ccc(OCCOCCn2cnc3ccccc3c2=O)cc1C
    97, 96, 99, 98, -38, 6, 104, ., 97, 11, 98
COc1ccc(-n2nnnc2-c2nc3ccccc3s2)cc1
    102, 98, 103, 101, -23, -4, 98, ., 98, -7, 98
CC(=O)Nc1ccc(OCC[n+]2cccc(C(N)=O)c2)cc1
    97, 98, 95, 100, -8, 0, 97, 6, 98, 9, 98
CN1CCN(c2ccc(C(=O)c3ccc(Br)cc3)cc2[N+](=O)[O-])CC1
    96, 96, 102, 98, 1, 2, 102, -3, 98, 0, 97
COc1ccc(CCCc2n[nH]c(=S)o2)cc1C
    95, 96, 100, 104, -29, 5, 105, -10, 98, 21, 99
CCn1c(SCC(=O)Nc2nc3ccc(OC)cc3s2)nc2c1c(=O)n(C)c(=O)n2C
    ?, ?, 97, ?, 1, -3, ?, ., ?, ., ?
O=C(NC(NC(=S)Nc1ccccc1C(=O)O)C(Cl)(Cl)Cl)c1ccccc1 (stereo not given)
    85, 86, 95, 86, -11, 0, 91, ., 86, 32, 87
CCCCNC(=O)NNc1nc(Cl)cc(C)c1C#N
    95, 96, 98, 100, -6, 2, 94, 10, 94, 5, 99
COc1cc(NC(=O)Cn2nc(Cc3cccnc3)c3ccccc3c2=O)cc(OC)c1OC
    102, 104, 102, 108, -20, 1, 100, ., 103, 13, 101
CC1(C)Cn2c(nnc2-c2ccccc2)S1
    98, 97, 99, 98, -5, -2, 97, ., 99, -11, 99
CN1CCN(C(=S)C(=O)NCc2ccccc2)CC1
    99, 99, 102, 98, -27, 0, 96, ., 99, -7, 97
CCSc1nc(C)c(CC)c(C)c1C(N)=O
    97, 99, 100, 98, -18, -3, 95, -36, 96, 11, 99
COc1ccc(NC(=S)c2ccccc2)cc1
    103, 107, 100, 107, -13, -6, 103, ., 103, 21, 103
Oc1c(Cl)cc(Cl)c2c1NCCC2
    94, 97, 101, 98, -71, -1, 97, ., 96, 36, 98
CCOC(=O)C1CCN(S(=O)(=O)c2ccc(Br)c(OCC)c2)CC1
    96, 102, 104, 105, 3, -2, 105, 4, 100, 2, 101
O=C(CSCC(=O)N1CCOCC1)Nc1ccccc1
    97, 101, 99, 99, 2, -3, 98, 17, 100, 7, 101
Cc1ccc(Cn2cccc(NC(=O)NCc3ccccc3)c2=O)cc1
    94, 96, 101, 97, -41, 0, 98, 9, 98, 4, 99
CCCc1nn(C)c(C(=O)Nc2ccc(C)c(C)c2)c1Cl
    98, 102, 107, 105, -3, 2, 98, -8, 99, 18, 100

Compound activity: PubChem BioAssay, several laboratories
